Screens: PubChem BioAssay, National Center for Advancing Translational Sciences (NCATS)
HT1080 IDH1KD tx: toxicity to HT-1080 IDH1 knockdown cells (counter line) | HT-1080 IDH1 knockdown viability, ATP luminescence, 48 h | Potency, µM (highest dose often 46.1 µM), inactives show at the top dose activity, negative = toxicity, hits mostly cytotoxic | 360,000 tested, 2% active;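 further: potency means the concentration at half of the fitted maximal effect; 0% = DMSO wells and -100% = cell-free medium wells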
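In this qHTS, HT-1080 cells depleted of IDH1 are exposed for 48 h at 37 °C to compound titrations. Toxicity is scored from CellTiter-Glo luminescence, with DMSO as full viability and medium alone as none.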
ATXN2 expr inh: inhibitors of ATXN2 expression; HEK-293 ATXN2-luciferase reporter, luminescence, 24 h; Potency, µM (highest dose often 57 µM), for inactives: top-dose activity change, negative = inhibition, usual class: inhibitors; 360,000 tested, 0.72% active; AID 1745845; further: potency means the concentration at half of the fitted maximal effect; on the % scale 0 is the no-effect control and ±100 the full control effect; nearly all actives have a fitted effect of over 55% in size
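ATXN2-luciferase reporter cells (luciferase flanked by upstream and downstream ATXN2 gene portions) were treated 24 h at 37 °C with compounds at up to 57 uM. SteadyGlo luminescence gave expression; GF-AFC fluorescence gave viability.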
KB-3-1 cytotox: KB-3-1 parental cell cytotoxicity; 400,000 tested, 1.4% active; KB-3-1 viability, CellTiter-Glo ATP luminescence, 72 h; Potency, µM (series often up to 46.1 µM), without a hit: top-dose activity change, negative = cytotoxic, actives largely listed as cytotoxic; AID 1347075; further: potency means the concentration at half of the fitted maximal effect; on the % scale 0 is the no-effect control and ±100 the full control effect; nearly all actives have a fitted effect of over 60% in size
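Cytotoxicity measured as CellTiter-Glo luminescence after 72 h at 37 C. Compound titrations were pinned onto drug-naive KB-3-1 parental adenocarcinoma cells grown in DMEM with 10% FBS, and normalized data fitted to concentration-response curves.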
SW480 rereplic: inducers of DNA re-replication in SW480 colon cancer cells | SW480 DNA re-replication, Hoechst DNA content imaging, 48 h | Potency, µM (doses to about 46.1 µM), without a hit: at the highest dose re-replication activation, hits mostly activators | 340,000 tested, 1.8% active; further: potency means the concentration at half of the fitted maximal effect; % of control where 0% means no effect; nearly all actives have a fitted effect of over 55% in size
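Quantitative HTS format with DMSO vehicle controls; 48 hr drug incubation at 37 C, then 40 min Hoechst staining and scanning imager measurement at 405 nm excitation.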
S2 tox: reduces viability in counter-screen for ATXN expression inhibitors. S2 cells (HEK-293 line with an ATXN2-luciferase reporter) viability, CellTiter-Fluor protease fluorescence, 24 h. Potency, µM (top dose mostly 56.7 µM), hits mostly cytotoxic. 400,000 tested, 0.49% active; further: potency means the concentration at half of the fitted maximal effect; nearly all actives have a fitted effect of over 40% in size
MCF10A rereplic: DNA re-replication induction in MCF 10a cells; MCF 10A DNA re-replication, Hoechst nuclear intensity, 48 h; Potency, µM (highest dose often 46.1 µM), inactives show top-dose activity, positive = re-replication, actives largely listed as activators; 350,000 tested, 2.9% active; further: potency means the concentration at half of the fitted maximal effect; % of control where 0% means no effect; nearly all actives have a fitted effect of over 50% in size
IL1B secr inh: blocks inflammasome-driven IL-1 beta release; THP-1 LPS/ATP IL-1B secretion, AlphaLISA, 16 h; active compounds read low; activity change, % at 57.5 µM; 360,000 tested, 4.7% active; in the data active means activity change below about -50%; inconclusive means mostly about -30% to -49%; further: on the % scale 0 is the no-effect control and ±100 the full control effect
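Secreted IL-1B measured by AlphaLISA bead assay after 16 h compound exposure of THP-1 cells; compounds (final up to 57.5 uM) added 1 h before LPS (250 ng/mL) and ATP (1.25 mM) stimulation; lower signal means less secretion.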
HepG2 viability: HepG2 cytotoxicity, counter-screen for TGF-b inhibitors; 410,000 tested, 0.76% active; Potency, µM (titrated, usually from 46.1 µM), inactives show at the top dose activity change, negative = cytotoxicity, hits mostly cytotoxic; HepG2 CAGA-GFP viability, ATP luminescence, 18 h; AID 588856; further: potency means the concentration at half of the fitted maximal effect; some results filed as inactive show a strong effect at the top dose
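CellTiter-Glo luminescence gave cytotoxicity after 18 hours at 37 degrees C. The cells were HepG2 CAGA-GFP in 1% FBS DMEM, stimulated with 500 pg/mL TGF-beta after compound addition. %Activity was normalised to no-cell wells (complete cell-killing) and DMSO (no toxicity), and curves were fitted and classified.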
HT1080NT lethal: kills 2HG-producing HT-1080-NT fibrosarcoma cells | HT-1080-NT fibrosarcoma viability, CellTiter-Glo ATP luminescence, 48 h | 360,000 tested, 1.6% active | Potency, µM (series often up to 46.1 µM), without a hit: top-dose activity, negative = less viability, most hits filed as cytotoxic | AID 686970;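 further: NT is the 2HG producing partner of a matched IDH1 knockdown line; potency means the concentration at half of the fitted maximal effect; 0% = DMSO-treated cells and -100% = media-only wells without cells; nearly all actives have a fitted effect of over 55% in size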
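Fibrosarcoma NT cells, 750 per well in 5% FBS RPMI, were exposed to compound for 48 hours. Viability: CellTiter-Glo luminescence.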
* hit, by the source's call; i = inactive; ? = inconclusive; . = no result given; [ ] = dose if it differs, or a comment. Unless noted, the call rests on the fitted dose curve; in most records, active means well fitted curve in the direction sought with a large enough effect; inconclusive means small, poorly fitted or top-dose-only effect, or another doubt; inactive means no such curve, though single readings can be large; an effect the other way counts as inactive or inconclusive.

SMILES	HT1080 IDH1KD tx	ATXN2 expr inh	KB-3-1 cytotox	SW480 rereplic	S2 tox	MCF10A rereplic	IL1B secr inh	HepG2 viability	HT1080NT lethal
COc1ccc2c(c1)[nH]c1c(=O)n(/N=C/C3C(C)C=C(C)CC3C)c(=O)[nH]c12 (stereo unspecified)	0.5%	?	-1.4%	4.7%	i	?	5.8	-27.6%	-21.6%
O=C1Cc2ccccc2N1c1c(Cl)cccc1Cl	3.5%[9.24 µM]	-0.7%	-1.8%	-9.7%	i	5.4%	12.8	0.3%	2.6%
Cc1cc2ccccc2c(=O)n1CC(=O)NCC(=O)N(C)Cc1ccccc1	-3.0%	4.0%	-0.3%	-6.4%	i	11.6%	-3.4	10.4%	5.0%
CCOc1ccccc1NC(=O)CSc1nnc(CNC(=O)c2cccs2)o1	15.5%	3.3%	7.7%	1.6%	i	-3.4%	-1.3	-22.3%	25.5%
O=C(CSc1nc2c([nH]c3ccccc32)c(=O)n1-c1cccc(C(F)(F)F)c1)N1CCc2ccccc21	.	2.2%	0.5%	.	i	.	.	-1.8%	.
Cn1c(=O)c2cc(S(=O)(=O)NCCC(=O)NC3CCCCCC3)ccc2n(C)c1=O	13.0%	-0.6%	-14.5%	-5.4%	i	21.4%	3.6	-2.8%	-5.7%
CCCCNS(=O)(=O)c1cccc(NC(=O)[C@@H]2O[C@H](CO)[C@@H](O)[C@H]2O)c1	6.7%	18.0%	12.7%	.	i	.	0.0	3.7%	28.8%
CC(Oc1ccc(Cl)cc1)C(=O)OCC(=O)Nc1ncc(Cl)cc1Cl (stereo unspecified)	11.4%	2.0%	-3.6%	16.7%	i	-1.0%	28.6	3.0%	8.2%
Cc1ccc2scc(CN3CCCC3)c2c1	-9.2%	3.5%	-3.3%	0.7%	i	-1.1%	15.5	4.1%	-8.2%
CCOc1ccccc1C(=O)Nc1cc2c(cc1N1CCOCC1)n(C)c(=O)n2C	.	3.4%	-4.7%	.	i	.	.	-32.7%	.
CCOc1ccccc1CNC(=O)c1cc2c(=O)n(Cc3ccccc3)ccc2nc1C	.	?	-26.9%	.	i	.	.	-24.1%	.
Cc1cc(N2CCCCC2)nc2ccc(NC(=O)/C=C/c3ccc(OC(C)C)cc3)cc12	.	-10.3%	-9.2%	.	i	.	.	-23.1%	.
O=C(c1ccccc1)N1CCN(CC#CC2(O)CCCCC2)CC1	-2.8%	2.7%	?	-1.3%	i	11.5%	9.1	-3.3%	-4.5%
Cc1ccccc1CSc1nc(-c2cccc(F)c2)nc2c1Cc1c(CO)cnc(C)c1O2	.	8.9%	1.6%	.	i	.	.	0.7%	.
CN(C)/N=C/c1ccc(Sc2ccc([N+](=O)[O-])cc2[N+](=O)[O-])o1	?	-5.9%	-5.5%	?	i	?	-27.0	0.6%	7.6%
COC(=O)N/N=C/c1c(C)nn(-c2cccc(Cl)c2)c1Cl	?	12.7%	?	?	i	?	19.5	8.2%	-27.5%
COCCNc1ccc([N+](=O)[O-])cc1C(=O)Nc1cccc(C)n1	-10.8%	.	3.8%	9.9%	i	3.3%	0.0	7.2%	0.1%
CS(=O)(=O)N(CC(=O)N1CCN(c2ccc(F)cc2)CC1)c1ccc(F)c(Cl)c1	-20.9%	-9.2%	?	1.0%	i	12.2%	-7.7	-27.5%	-12.5%
O=C(Cc1ccccc1)NCC(=O)OC(c1ccccc1)c1ccccc1	-3.1%	-21.7%[11.3 µM]	16.0%	-5.7%	i	2.6%	7.6	4.5%	-8.4%
Cc1nn(CCCC(=O)Nc2cccnc2)c(C)c1[N+](=O)[O-]	2.3%	14.3%	-7.8%	-6.4%	i	-2.4%	13.1	-23.5%	?
CN(CCOc1ccccc1)C(=O)c1cc(S(=O)(=O)N2CCOCC2)ccc1Cl	-2.0%	-16.6%	?	-1.4%	i	12.2%	-4.7	-16.4%	-3.0%
Cc1cccc(C)c1OCCCCn1cnc2ccccc2c1=O	-10.8%	-2.8%	?	0.3%	?	?	19.1	-25.8%	4.7%
COc1ccc(N2CC(NC(=O)c3cccc4ccccc34)CC2=O)cc1OC (stereo unspecified)	3.1%	0.4%	1.3%	18.1%	?	4.6%	5.4	-6.9%	1.5%
O=C(C(c1ccccc1)C(O)c1ccccc1)N1CCOCC1 (stereo unspecified)	6.3%	-11.4%	4.0%	-1.8%	i	-2.4%	-3.9	-13.7%	9.1%
Cc1cc(C)c(C(=O)O)c(CC(C)(C)C(=O)O)c1	14.1%	6.2%	-0.8%	-1.4%	i	?	2.6	-7.1%	20.0%
CCOc1ncccc1C(=O)Nc1ccc(F)c(Cl)c1	11.5%	.	4.0%	-2.3%	i	-1.9%	-1.0	-1.4%	14.8%
CC(=O)N(/C=C1\SC(=S)N(c2ccccc2)C1=O)c1ccccc1	-0.8%	.	-1.9%	-16.9%	?	24.7%	-12.1	-25.0%	-3.8%
COc1ccc(S(=O)(=O)N2CCN(Cc3ccc4c(c3)OCO4)CC2)cc1C	.	-12.7%	-6.6%	.	i	.	.	-25.0%	.
CCc1ccc(NC2=CC(=O)C(=O)c3ccccc32)cc1	-3.0%	?	18.4µM*	7.31µM*	?	9.2µM*	-86.9*	2.82µM*	-2.8%
CCCCc1nn2c(=O)cc(COC(=O)c3ccccc3C)nc2s1	.	10.1%	-6.1%	.	i	.	.	-3.2%	.
CC1C(=O)N2CCCc3cc(S(=O)(=O)N(C)CCC#N)cc1c32 (stereo unspecified)	5.3%	.	-2.5%	-0.5%	i	-4.2%	4.0	5.0%	-5.5%
Cc1cc(C)cc(N(C(=O)c2ccco2)C(C(=O)NC2CCCC2)c2ccncc2)c1 (stereo unspecified)	0.7%	-19.6%	8.5%	-3.1%	i	-0.4%	-0.6	-0.7%	16.1%
Cc1ccc(C(=O)N[C@H](C(=O)Nc2cccc(S(=O)(=O)N3CCOCC3)c2)C(C)C)cc1	8.2%	.	5.6%	.	i	.	4.4	-15.2%	-2.8%
COc1ccnc(N2CCN(c3ccc(Cl)cc3)CC2)c1C#N	9.5%	-7.3%	14.9%	-4.2%	i	-2.4%	-12.2	0.0%	9.2%
COc1ccc(Nc2nc3ccccc3nc2NS(=O)(=O)c2ccc(C)cc2)c(OC)c1	.	12.2%	10.6%	.	i	.	.	-31.1%	.
Cc1cc2ncn(S(=O)(=O)c3ccc(S(N)(=O)=O)cc3)c2cc1C	-2.5%	.	-21.7%	0.8%	i	-1.9%	16.5	-1.3%	7.3%

Entries from the list above with a Cl atom (seven):
SMILES	HT1080 IDH1KD tx	ATXN2 expr inh	KB-3-1 cytotox	SW480 rereplic	S2 tox	MCF10A rereplic	IL1B secr inh	HepG2 viability	HT1080NT lethal
O=C1Cc2ccccc2N1c1c(Cl)cccc1Cl	3.5%[9.24 µM]	-0.7%	-1.8%	-9.7%	i	5.4%	12.8	0.3%	2.6%
CC(Oc1ccc(Cl)cc1)C(=O)OCC(=O)Nc1ncc(Cl)cc1Cl (stereo unspecified)	11.4%	2.0%	-3.6%	16.7%	i	-1.0%	28.6	3.0%	8.2%
COC(=O)N/N=C/c1c(C)nn(-c2cccc(Cl)c2)c1Cl	?	12.7%	?	?	i	?	19.5	8.2%	-27.5%
CS(=O)(=O)N(CC(=O)N1CCN(c2ccc(F)cc2)CC1)c1ccc(F)c(Cl)c1	-20.9%	-9.2%	?	1.0%	i	12.2%	-7.7	-27.5%	-12.5%
CN(CCOc1ccccc1)C(=O)c1cc(S(=O)(=O)N2CCOCC2)ccc1Cl	-2.0%	-16.6%	?	-1.4%	i	12.2%	-4.7	-16.4%	-3.0%
CCOc1ncccc1C(=O)Nc1ccc(F)c(Cl)c1	11.5%	.	4.0%	-2.3%	i	-1.9%	-1.0	-1.4%	14.8%
COc1ccnc(N2CCN(c3ccc(Cl)cc3)CC2)c1C#N	9.5%	-7.3%	14.9%	-4.2%	i	-2.4%	-12.2	0.0%	9.2%

(cont.)
SMILES	HT1080 IDH1KD tx	ATXN2 expr inh	KB-3-1 cytotox	SW480 rereplic	S2 tox	MCF10A rereplic	IL1B secr inh	HepG2 viability	HT1080NT lethal
CCOC(=O)c1cnc2c(C)cc(C)cc2c1NCCCN1CCOCC1	-6.6%	.	-12.9%	26.3%	?	6.2%	-70.8*	-15.7%	-4.8%
CSc1ccccc1OCc1cc(C(=O)NCCc2ccco2)no1	2.2%	32.2%[activator]	-13.3%	-2.0%	i	15.1%	-18.4	-2.0%	8.7%
O=C(O)CCCN1C(=O)/C(=C/C=C/c2ccco2)SC1=S	0.7%	-31.6%	-11.9%	-4.9%	?	-11.6%	?	-1.7%	-16.5%
Cc1c(NC(=O)C(C#N)=C2CCCCC2)c(=O)n(-c2ccccc2)n1C	-0.4%	2.3%	7.8%	1.5%	i	3.2%	26.0	0.4%	10.2%
CC(=O)NC(c1ccccc1)c1nc(-c2cccs2)cs1 (stereo unspecified)	-4.3%	6.5%	-23.7%	.	i	.	-16.7	-3.7%	6.9%
COc1ccc(OCC(O)CN2CC(C)OC(C)C2)cc1 (stereo unspecified)	1.6%	.	3.1%	-0.5%	i	-6.2%	-5.0	-4.6%	7.9%
O=C(/C=C/c1ccccc1)Nn1cnnc1	-2.0%	0.0%	1.3%	1.4%	?	-2.4%	-4.3	-21.6%	5.7%
COc1ccc(Cl)cc1C(=O)NCC(c1ccco1)N(C)C (stereo unspecified)	4.5%	2.0%	-0.5%	-9.2%	i	10.4%	27.1	-24.9%	2.0%
